High-throughput results from PubChem.
TRHR ag = TRH receptor (human) agonism. P34981. TRHR cells, calcium flux fluo-8, FDSS agonist mode. activation, % at 2 µM. 0.18% of 360,000 active; in the data active = activation above about 30%; note: 0% is about no effect
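Agonist-mode FDSS calcium read (Ex 480/Em 530, 1 s cycles) in 1536-well TRHR cells with fluo-8 dye, after 10-cycle baseline and 23 nL compound addition; TRH at EC20 (10 nM final) added afterwards for the enhancer phase.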
APE1 inh = inhibitors of human APE1 endonuclease; recombinant APE1, TAMRA/BHQ-2 abasic DNA cleavage fluorescence; Potency, µM (series often up to 65.8 µM), for the others: top-dose activity change, negative = inhibition, usual class: inhibitors; 0.35% of 350,000 active; AID 2517; P27695;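 note: potency is the fitted concentration of half-maximal effect; plate controls were vehicle for no effect and reference inhibitor for full effect; nearly all actives have a fitted effect of over 55% in size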
Target sequence (P27695 whole entry, looked up): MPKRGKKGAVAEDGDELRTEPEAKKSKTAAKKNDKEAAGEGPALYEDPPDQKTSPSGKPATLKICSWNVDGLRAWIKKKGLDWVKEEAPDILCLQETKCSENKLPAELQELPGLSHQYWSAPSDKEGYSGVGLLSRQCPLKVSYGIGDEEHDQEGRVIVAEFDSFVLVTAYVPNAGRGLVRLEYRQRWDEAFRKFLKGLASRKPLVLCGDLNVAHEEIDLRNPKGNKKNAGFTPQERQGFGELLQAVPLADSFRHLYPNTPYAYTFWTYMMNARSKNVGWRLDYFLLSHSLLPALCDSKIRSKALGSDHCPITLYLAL
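APE1 at 0.75 nM final was preincubated with compound 15 min at room temperature, then 50 nM double-stranded THF abasic-site substrate (5'-TAMRA/3'-BHQ-2) was added. Fluorescence (ex 525/em 598 nm) was read kinetically; third-minus-first read gave activity.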
POLB inh = DNA polymerase beta (human) inhibition; P06746; Pol beta primer extension/strand displacement, fluorescence kinetic; Potency, µM (top dose mostly 114 µM), without a hit: at the top dose activity change, negative = inhibition, hits mostly inhibitors; 1.3% of 340,000 active; note: potency is the fitted concentration of half-maximal effect; % is set by controls: 0 for no effect and ±100 for the full control effect
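Pol beta (10 nM) was preincubated with compound for 15 min at room temperature. The reaction was then started with 50 nM substrate and read immediately and after a further 10 min at room temperature.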
Anesthetic bind = binds horse apoferritin like a general anesthetic; Potency, µM (titrated, usually from 77.5 µM), inactives show top-dose activity change, negative = displacement, actives largely listed as inhibitors; apoferritin/1-aminoanthracene competitive binding, fluorescence; AID 485281; 0.074% of 350,000 active; P02791; note: potency is the fitted concentration of half-maximal effect; % is set by controls: 0 for no effect and ±100 for the full control effect; nearly all actives have a fitted effect of over 20% in size
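Read-out: endpoint 1-AMA fluorescence, excitation 380 nm and emission 535 nm, after compounds sit 10 min at room temperature with 10 uM horse-spleen apoferritin in 50% saturated 1-AMA/PBS. Values come from four-parameter Hill fits.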
ALOX12 inh = inhibitors of human 12S-lipoxygenase ALOX12; purified 12hLO, xylenol orange hydroperoxide absorbance; 1.1% of 580,000 active; P18054; Potency, µM (series often up to 108 µM), for the others: top-dose activity change, negative = inhibition, hits mostly inhibitors; note: potency is the fitted concentration of half-maximal effect; % is set by controls: 0 for no effect and ±100 for the full control effect
Target sequence (P18054 whole entry, looked up): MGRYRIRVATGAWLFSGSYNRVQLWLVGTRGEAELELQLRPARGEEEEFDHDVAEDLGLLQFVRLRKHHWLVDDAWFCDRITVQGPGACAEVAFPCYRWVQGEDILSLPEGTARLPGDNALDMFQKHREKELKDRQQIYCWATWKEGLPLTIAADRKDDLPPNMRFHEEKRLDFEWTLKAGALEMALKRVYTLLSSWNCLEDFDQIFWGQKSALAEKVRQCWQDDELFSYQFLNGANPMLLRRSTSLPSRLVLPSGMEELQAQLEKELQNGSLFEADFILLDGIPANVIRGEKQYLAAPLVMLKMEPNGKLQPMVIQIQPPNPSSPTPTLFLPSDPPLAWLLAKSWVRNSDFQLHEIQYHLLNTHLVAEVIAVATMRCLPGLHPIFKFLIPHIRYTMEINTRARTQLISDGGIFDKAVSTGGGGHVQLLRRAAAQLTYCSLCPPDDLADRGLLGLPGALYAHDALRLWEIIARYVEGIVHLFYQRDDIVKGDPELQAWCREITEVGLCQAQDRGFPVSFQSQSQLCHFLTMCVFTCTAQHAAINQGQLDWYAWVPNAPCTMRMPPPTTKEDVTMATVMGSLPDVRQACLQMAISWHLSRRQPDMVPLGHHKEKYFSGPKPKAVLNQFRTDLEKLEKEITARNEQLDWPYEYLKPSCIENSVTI
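Purified human 12hLO (150 nM final) in 25 mM Hepes, 0.01% Triton X-100, pH 7.0 was preincubated 15 min at room temperature with compound. Then 40 uM arachidonic acid was added, 30 min. Hydroperoxide was read by Fe-XO absorbance ratio 573/405 nm.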
Pol kappa inh = inhibitors of human DNA polymerase kappa. purified Pol kappa, fluorescent DNA synthesis assay, 10 min. Potency, µM (top dose mostly 107 µM), for the others: at the highest dose activity, negative = inhibition, usual class: inhibitors. Q9UBT6. 0.53% of 400,000 active; note: potency is the fitted concentration of half-maximal effect; % is set by controls: 0 for no effect and ±100 for the full control effect
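First, compounds were pin-transferred onto 10 nM Pol kappa. After 15 min at room temperature, substrate was added to 50 nM final. Fluorescence was then measured kinetically at 0 and 10 min.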
ERG Ets-DNA blk = inhibitors of human ERG Ets domain-DNA interaction; AID 624246; fluorescence polarization, His-ERG Ets domain / labelled DNA; P11308; Potency, µM (titrated, usually from 76.9 µM), for the others: at the highest dose FP activity, negative = inhibition, actives largely listed as inhibitors; 0.028% of 370,000 active; active = well fitted inhibition curve with a large enough effect in the polarisation, with a control signal flat; inconclusive = small, poorly fitted or top-dose-only effect, or effect the other way, or a change in a side signal; inactive = no such curve, though single readings can be large or run the other way; the % refers to the polarisation;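 note: polarization taken with two DNA probes labelled with fluorescein and Texas red; potency is the fitted concentration of half-maximal effect; % of control where 0% means no effect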
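His-tagged ERG Ets domain (1 uM in the protein solution; 300mM KCl, 50mM Tris-HCl, 1mM EDTA, 1mM DTT, pH 7.5) received compound, then a probe mix of 5 nM fluorescein-DNA and 100nM Texas-615-DNA. Fluorescence polarization was read for both dyes.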
BLM inh = Bloom syndrome helicase (human) inhibition; P54132; 0.2% of 350,000 active; Potency, µM (top dose mostly 56.1 µM), inactives show top-dose activity change, negative = inhibition, hits mostly inhibitors; recombinant BLM DNA unwinding, fluorescence dequenching;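 note: potency is the fitted concentration of half-maximal effect; plate controls were vehicle for no effect and no enzyme for full effect; nearly all actives have a fitted effect of over 35% in size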
POLI inh = DNA polymerase iota (human) inhibition. Q9UNA4. Pol iota fluorescent replication assay, 10 min. Potency, µM (top dose mostly 115 µM), for inactives: at the highest dose activity, negative = inhibition, most hits filed as inhibitors. 1% of 390,000 active. AID 588590; note: potency is the fitted concentration of half-maximal effect
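Pol iota at 10 nM preincubated 15 min with compounds at room temperature; reaction started with fluorescent substrate, 50 nM final. Fluorescence read kinetically at 0 and 10 min; buffer-only wells as negative control.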
* = called active by the depositor; u = inconclusive; x = not tested or not shown; & = joins results of further samples; [ ] = remark or other dose. Unless noted, calls come from the whole dose curve; as a rule, active = well fitted curve in the direction sought with a large enough effect; inconclusive = small, poorly fitted or top-dose-only effect, or another doubt; inactive = no such curve, though single readings can be large; an effect the other way counts as inactive or inconclusive.

SMILES	TRHR ag	APE1 inh	POLB inh	Anesthetic bind	ALOX12 inh	Pol kappa inh	ERG Ets-DNA blk	BLM inh	POLI inh
CC1CN(C(=O)c2ccccc2)C(=Nc2cccc(S(=O)(=O)N(C)C)c2)S1 (centres undefined)	0.2	-1%	-4%	3%	-4%	-9%	-7%	-2%	7%
CCOC(=O)CNC(=O)CSc1nc(Cc2ccccc2)nc2ccccc12	0.0	-4%	u	1%	11%	-3%	2%	-1%	3%
CCN(CC)CCn1c2c(c(SCC(=O)NCc3ccccc3)nc1=O)CCC2	0.0	10%	x	x	-20%	4%	x	x	31%[activator]
CCc1cc2c(=O)c(-c3nc4ccccc4n3C)coc2c(CN2CCN(C)CC2)c1O	-1.3	u	28%	31%[activator]	-8%	1%	-3%	-12%	23%
CCn1cc(S(=O)(=O)NCc2ccc3c(c2)OCO3)cn1	0.3	34%	-7%	-5%	272%[activator]	-3%	2%	-3%	35%
Cc1nn(-c2ccccc2)c2sc(C(=O)Nc3cccc(Br)c3)cc12	1.6	x	u	-8%	4%	9%	-1%	-12%	-11%
NC(=O)c1nsc(C(=O)N(c2ccc(F)cc2)C(C(=O)NCC2CCCO2)c2ccc3ncccc3c2)c1N (centres undefined)	-0.2	83%[activator][12.4 µM]	2%	-4%	-10%	3%	3%	-1%	33%
CCN(CC)S(=O)(=O)c1ccc(-c2cn3cc(Cl)ccc3n2)cc1	-0.6	12%	23%	-9%	-4%	2%	2%	-6%	-13%
Fc1ccc2[nH]c3c(NCCN4CCOCC4)ncnc3c2c1	0.3	2%	9%	-11%	x	-19%	-15%	-5%	61%[activator]
O=C1COc2ccc(NC(=O)N3CCN(c4ccc(F)cc4)CC3)cc2N1	0.0	-5%	-3%	-13%	-8%	-15%	-3%	2%	2%
COc1ccc(CCNC(=O)c2c3c(nc4ccccc24)C(=O)N(C2CCCCC2)C3)cc1OC	-0.1	x	-1%	-12%	-12%	7%	0%	2%	8%
O=C(CC1c2ccccc2Oc2ccccc21)Nc1ccccc1C(F)(F)F	0.0	7%	-4%	-1%	14%	-6%	x	-1%	-8%
NS(=O)(=O)c1ccc(NC(=O)/C(=C/c2ccncc2)NC(=O)c2ccccc2)cc1	1.1	5%	64%	1%	-8%	8%	u	2%	16%
C=CCn1c(COc2ccc(CC)cc2)nnc1SC/C(O)=C(\C#N)c1nc2ccccc2[nH]1	0.7	-2%	u	u	12%	-9%	-2%	-8%	-6%
CCc1c(C)nc(SCC(=O)Nc2ccc(Br)cc2)[nH]c1=O	-0.1	3%	8%	-7%	u	-10%	-5%	-5%	6%
Cc1nn(-c2ccccc2)c(Cl)c1C(=O)NCC1CCCO1 (centres undefined)	3.0	15%	x	x	-24%	3%	3%	x	18%
Cc1ccc(S(=O)(=O)N2CCN(C(=O)CSc3nc4ccccc4o3)C2)cc1	-1.4	-3%	9%	-19%	-7%	-10%	-9%	0%	-10%
CCOCCOC(=O)C1=C(C)N(C)C(=O)NC1c1ccccc1F (centres undefined)	0.3	0%	35%	-13%	-6%	-11%	-7%	-4%	2%
O=c1c(-c2ccc(F)cc2)[n+]([O-])c2ccccc2n1OCc1ccccn1	-1.7	-2%	17%	-3%	-11%	-19%	13%	-3%	60%[activator]
COC(=O)c1scc(C)c1NC(=O)C1CCCCC1	-0.2	1%	-1%	-8%	-9%	-20%	2%	-3%	10%
COc1ccc(Cl)cc1NC(=S)Nc1cccnc1	-0.1	-15%	-19%	-12%	-3%	3%	1%	-4%	35%[activator]
COc1ccccc1Nc1nn2c(=O)c3ccc(C(=O)NCCC4=CCCCC4)cc3nc2s1	0.2	x	0%	-11%	-1%	-3%	1%	-9%	-16%
COc1cccc(OC)c1Oc1ccc(C(F)(F)F)cn1	-1.0	0%	-17%	-2%	2%[57.4 µM]	14%	4%	-4%	97%[activator]
Cc1cc(C(=O)O)ccc1-c1ccc(/C=C2\NC(=O)N(Cc3ccccc3Cl)C2=O)o1	1.0	-3%	14µM*	-11%	x	22µM*	3%	-7%	5.6µM*
COC(=O)C1=C(C)N(Cc2ccccc2)C(=NCc2ccco2)N[C@H]1c1cccc(F)c1	x	-5%	x	x	-19%	-9%	-2%	x	8%
COC(=O)c1ccccc1CSc1nsc(/C=C/N(C)C)c1C#N	1.3	-12%	-30%	-17%	x	-30%	11%	-27%	81%[activator]
CCn1ncc([N+](=O)[O-])c1C(=O)N1CCCC1	0.4	0%	6%	-11%	-2%	-14%	-5%	-7%	9%
COc1ccc(C(=O)COC(=O)CCN=C2NS(=O)(=O)c3ccccc32)c(OC)c1	-1.2	9%	x	x	-7%	-3%	12%	x	34%[activator]
COc1ccc(NC(=O)CSc2nnc(-c3nonc3NC(C)=O)n2-c2ccccc2)cc1	-0.2	x	8%	-11%	-11%	2%	-2%	-8%	-12%
CCOC(=O)Cc1csc(NC(=O)c2cccc(OC)c2)n1	-0.2	10%	-3%	-3%	u	1%	2%	1%	8%
CC(/C=C/c1ccccc1)=N\NC(=S)NC(C)C	0.1	-1%	2%	-20%	u	-15%	0%	0%	83%[activator]
Cc1cc(SCC(=O)NCC(c2cccs2)N2CCOCC2)c(C)cc1Br (centres undefined)	0.5	-7%	x	x	-8%	-3%	5%	x	32%[activator]
CCN(C(=O)COC(=O)c1cc(S(=O)(=O)N2CCc3ccccc32)ccc1OC)C1CCS(=O)(=O)C1 (centres undefined)	0.4	-1%	0%	-18%	9%	-2%	-5%	-3%	107%[activator]
CCCC1C(c2ccc(OC)cc2)C(C#N)(C#N)C2(C#N)CC1(N)NC2=O (centres undefined)	1.4	13%	18%	-10%	u	-6%	-4%	-2%	17%
CC(=O)c1cccc(NS(=O)(=O)c2cc3c(cc2C)N(C(C)=O)CCO3)c1	0.3&0.7	-8%	0%&0%	6%&4%	-3%&-20%	18%&-1%	-13%&9%	-1%&-6%	-12%
CCn1c(CCC(N)=O)nnc1SCC(=O)c1cc(C)n(C2CC2)c1C	1.3	8%	x	x	373%[activator]	-9%	-14%	x	17%
CCOc1ccc(CN2CCN(C(=O)c3ccccc3)CC2)cc1	0.1	9%	16%	-7%	u	3%	8%	-1%	-7%
COc1ccc(NC(=O)CCc2c(C)nc3c(c2C)c(=O)n(C)c(=O)n3C)cc1OC	-0.2	x	2%	-3%	-10%	2%	-9%	-2%	23%
COc1ccc(C(=O)Nc2ccc(Cl)c(S(=O)(=O)N3CCOCC3)c2)cc1	x	39%	x	x	-5%	-16%	-2%	x	36%[activator]
Cc1ccc(C(C(=O)NC2CCCC2)N2CCCCC2)cc1 (centres undefined)	0.3	0%	-13%	-1%	16%	-10%	3%	3%	-1%
CC1CCN(S(=O)(=O)c2ccc3c(c2)N(CC(=O)NCc2ccccc2Cl)C(=O)CO3)CC1	-1.5	x	10%	u	-11%	-2%	-3%	1%	21%
Cc1cc(N=CC2=C(O)CC(C)(C)CC2=O)no1	0.0	0%	-17%	-9%	-29%	10%	8%	-2%	-5%
C[n+]1ccc(/C=N/Nc2nc(Cl)c(C#N)c(Cl)c2Cl)cc1	6.6	-7%	2%	u	-19%	-22%	28%	-2%	37%[activator]
CCn1c2ccccc2c2cc(NC(=O)c3coc(=O)c(Br)c3)ccc21	5.1	-8%	2%	-3%	-7%	x	x	-1%	x
C/C(=C/C(=O)NCc1ccccc1)C(=O)O	0.1	-1%	22%	-6%	0%	-4%	4%	-1%	-12%
Cc1cc(=O)oc2cc(OCC(=O)NCc3cccnc3)ccc12	-0.3	u	23%	-9%	0%	-11%	-9%	4%	6%
Cc1ccc(NC(=O)c2cccc(NC(=O)N3CCSc4ncccc43)c2)cc1F	0.4	x	1%	2%	u	-7%	-1%	-3%	20%
Cc1ccccc1NC(=O)NC1(C(=O)N2CCN(C)CC2)CCCCC1	0.6	28%	11%	-9%	-5%	-8%	4%	1%	45%[activator]

Printed as active in POLI inh (from the list above):
SMILES	TRHR ag	APE1 inh	POLB inh	Anesthetic bind	ALOX12 inh	Pol kappa inh	ERG Ets-DNA blk	BLM inh	POLI inh
Cc1cc(C(=O)O)ccc1-c1ccc(/C=C2\NC(=O)N(Cc3ccccc3Cl)C2=O)o1	1.0	-3%	14µM*	-11%	x	22µM*	3%	-7%	5.6µM*

Carrying on:
SMILES	TRHR ag	APE1 inh	POLB inh	Anesthetic bind	ALOX12 inh	Pol kappa inh	ERG Ets-DNA blk	BLM inh	POLI inh
CCOc1cc(/C=C\c2[nH]c(=O)[nH]c(=O)c2[N+](=O)[O-])ccc1OC(C)CC (centres undefined)	0.3	-2%	-4%	-12%	8%	-3%	-14%	-9%	u
O=[N+]([O-])c1cccc(/C=N/NC2=NCCCCC2)c1	-0.3	-2%	35%	-7%	-1%	-3%[60.1 µM]	7%	2%	15%
O=C(CCc1ccccc1)NCc1ccc2c(c1)CCN2C(=O)c1ccc(Cl)cc1	-0.7	x	10%	-12%	-19%	-3%[60.1 µM]	-2%	-1%	0%
O=C(COC(=O)Cc1ccsc1)Nc1ccc(Cl)cn1	0.6	6%	x	x	1%	-8%	12%[15.4 µM]	x	11%
COc1cccc(C(=O)NCC(=O)N/N=C/c2cccs2)c1	0.7	20%	0%	1%	-1%	4%	-1%	8%	10%
Cc1nc2ccc(Cl)cc2[nH]1	x	-3%	x	x	-2%	-8%	-5%	x	-27%
Cc1ccc(Nc2nc(N)c3ccccc3n2)cc1Cl	0.8	-12%	2%	-12%	u	-1%	6%	-9%	0%
COc1ccccc1OCC(=O)NCc1n[nH]c(=O)c2ccccc12	0.1	2%	x	x	26%	-11%	-1%	x	62%[activator]
CSc1ccc(/C=C(/Sc2nnc(-c3ccccc3)o2)C(=O)O)cc1	-1.4	-4%	-1%	-1%	-2%	-2%	7%	-1%	31%[activator]

Not all compounds are listed; rates above refer to the full screens.
